CHO parental Ca: counter-screen for OX1R antagonists: effect in parental CHO cells; parental CHO-K1, ATP-induced calcium, Fluo-8 fluorescence; inhibition, % at 5.6 µM; actives 0.63% (n = 330,000); AID 463079;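 active means inhibition above that plate's mean sample inhibition plus 3 SD, cut at about 26% in these data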;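 further: 0% = ATP-challenged DMSO wells and 100% = DMSO wells without ATP; some compounds past the cut are filed as inactive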
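Assay system: parental CHO cells; Read-out basis: percent inhibition of ATP-evoked calcium rise, normalized to controls; Benchmarks: ATP and no-ATP DMSO wells; Compound dosing: single nominal dose of 5.6 µM per compound; Signal: Fluo-8 calcium dye fluorescence; Also added: ATP as calcium-mobilizing challenge; Repeats: singlicate.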
TAAR1 agonist: human TAAR1 agonism. Q96RJ0. CHO RD-HGA16 TAAR1, Fluo-8 calcium fluorescence; vehicle wells 0%, saturating PEA agonist 100%. activation, % at 3 µM. actives 0.99% (n = 360,000);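 active means activation above the mean activation of all test compounds in the run plus 3 SD, cut at about 38% in these data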
Target sequence (Q96RJ0 whole entry, looked up): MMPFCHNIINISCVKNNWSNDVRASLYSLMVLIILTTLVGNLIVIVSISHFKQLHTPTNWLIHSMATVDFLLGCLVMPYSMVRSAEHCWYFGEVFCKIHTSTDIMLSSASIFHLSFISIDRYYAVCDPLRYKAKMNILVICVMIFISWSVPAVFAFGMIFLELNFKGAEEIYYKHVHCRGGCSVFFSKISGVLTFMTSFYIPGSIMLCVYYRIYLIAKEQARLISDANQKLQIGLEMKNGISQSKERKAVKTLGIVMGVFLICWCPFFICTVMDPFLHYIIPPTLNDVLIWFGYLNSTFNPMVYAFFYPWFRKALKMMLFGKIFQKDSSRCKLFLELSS
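System: CHO-derived RD-HGA16 cells with stable Gα16 and human TAAR1 / Times: 17-24 h plating, Fluo-8 75 min 37 °C, 30 min RT / Technique: calcium-sensitive Fluo-8 signal, excitation 470-495, emission 515-575 nm / Measure: % activation relative to PEA EC100 response / Benchmarks: DMSO and PEA EC100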
V1aR counter: counter-screen for oxytocin receptor agonists: human V1a receptor agonists | P37288 | CHO-V1R cells, Fluo-8 calcium fluorescence, agonist mode; 0% DMSO, 100% 3 nM vasopressin | activation, % at 3 µM | actives 0.25% (n = 320,000);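 active means activation above the mean activation of all tested compounds plus 3 SD, per screening run, cut at about 20% in these data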;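 further: signal is peak over basal fluorescence ratio across a 100 second FLIPR read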
CHO-K1 Ca antag: nonselective inhibitor or artifact in parental CHO-K1 cells; ATP-induced calcium, Fluo-8 fluorescence; inhibition, % at 3 µM; actives 0.6% (n = 360,000);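 active means inhibition above a per-plate cutoff, the plate's mean sample inhibition plus 3 SD, cut at about 24% in these data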;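 further: 0% = DMSO plus EC80 ATP and 100% = DMSO alone without ATP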
CHO-K1 Ca ag: nonselective activator or artifact in parental CHO-K1 cells. activation, % at 3 µM. Fluo-8 calcium fluorescence; scaled to maximal ATP response, vehicle zero. actives 0.48% (n = 360,000); in the data active means activation above about 15%;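 further: untransfected CHO-K1 host cells lacking M1 receptor as counterscreen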
M1 ag: activates human CHRM1 receptor. CHO-K1 hM1, Fluo-8 calcium fluorescence, agonist mode; 0% DMSO, 100% acetylcholine EC100. activation, % at 3 µM. AID 588814. actives 0.33% (n = 360,000);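 active means activation above the run's mean compound activation plus 3 SD, cut at about 16% in these data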;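 further: peak over basal fluorescence ratio within a 140 s kinetic read after compound addition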
TAAR1 antagonist: human TAAR1 antagonism; CHO RD-HGA16 TAAR1, Fluo-8 calcium fluorescence, antagonist; AID 624466; inhibition, % at 3 µM; actives 1.5% (n = 360,000);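 active means inhibition above a per-plate cutoff, the mean inhibition of test compounds on that plate plus 3 SD, cut at about 49% in these data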;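 further: 0% = DMSO plus EC80 beta-PEA response and 100% = DMSO alone without agonist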
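Test system: RD-HGA16 CHO cells with stable hTAAR1 and Gα16 / Probe or stimulus: EC80 β-phenethylamine stimulus / Times: seeding 17-24 h prior, 75-min 37 °C, 30-min RT dye loading / Detection: Fluo-8 calcium-sensitive fluorescence / Read-out basis: % inhibition scaled between DMSO and EC80 PEA controls / Repeats: singlicate, one well per test compound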
OXTR potentiator: potentiates the human oxytocin receptor response; actives 0.061% (n = 320,000); CHO-OTR cells, Fluo-8 calcium fluorescence, potentiator mode; 0% = oxytocin EC15, 100% = EC100; P30559; activation, % at 3 µM;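 active means activation above that plate's cutoff, the mean activation of tested compounds plus 3 SD, cut at about 6.6% in these data, passing the limit was not always enough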;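 further: 100% uses oxytocin at 75 nM as the full agonist control; some results filed as inactive read as strong as hits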
Target sequence (P30559 whole entry, looked up): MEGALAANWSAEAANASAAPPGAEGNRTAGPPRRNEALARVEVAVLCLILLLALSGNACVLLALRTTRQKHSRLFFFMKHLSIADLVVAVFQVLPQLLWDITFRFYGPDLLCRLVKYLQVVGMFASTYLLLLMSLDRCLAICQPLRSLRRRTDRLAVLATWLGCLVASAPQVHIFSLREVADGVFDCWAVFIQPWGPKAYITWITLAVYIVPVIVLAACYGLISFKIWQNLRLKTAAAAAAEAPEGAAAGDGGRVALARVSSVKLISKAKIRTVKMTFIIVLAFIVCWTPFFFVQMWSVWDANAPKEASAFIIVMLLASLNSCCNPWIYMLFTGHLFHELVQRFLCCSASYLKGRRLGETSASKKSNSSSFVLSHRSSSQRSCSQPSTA
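Measured by – Fluo-8 calcium dye fluorescence · Test system – human OTR in CHO cells · Dosing – one concentration, 3.0 µM compound · Controls – EC15 oxytocin alone as 0%, 75 nM oxytocin as 100% · Evaluation – normalized max/min fluorescence ratio, % activation · Timing – 6 min pre-incubation, 100 s read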
CHO-K1 Ca PAM: nonselective activator or artifact in parental CHO-K1 calcium assay; ATP EC20, Fluo-8 calcium fluorescence; 0% at ATP EC20, 100% at ATP max; activation, % at 3 µM; actives 0.02% (n = 360,000);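 active means activation above the run cutoff, the mean activation of all test compounds plus 3 SD, cut at about 40% in these data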;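 further: peak over basal fluorescence ratio in a 140 s read after ATP addition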
Active calls of the source: *; / = no result given.

SMILES | CHO parental Ca | TAAR1 agonist | V1aR counter | CHO-K1 Ca antag | CHO-K1 Ca ag | M1 ag | TAAR1 antagonist | OXTR potentiator | CHO-K1 Ca PAM
CC(=O)C1C(c2cccc([N+](=O)[O-])c2)C2C(C)=NN=C2CC1(C)O (configuration not stated) | -4 | 1 | 1.0 | -5 | 0.1 | -4 | 8 | 0 | 2
CCN1CCN(c2c(C=O)c(Cl)nc3ccc(OC)cc23)CC1 | -23 | 1 | 0.3 | -15 | 0.6 | -9 | -18 | -16 | 18
COc1ccc2c(CN3CCN(Cc4ccccc4)CC3)cc(=O)oc2c1 | / | -1 | / | -17 | 1.2 | -9 | 2 | / | 20
COc1cc(NS(=O)(=O)c2ccc(Nc3nc(-c4ccccc4)cs3)cc2)nc(OC)n1 | 7 | -2 | 2.2 | -2 | 1.2 | -7 | 19 | -8 | 10
CCNC(=O)NC1(C(=O)Nc2ccc3c(c2)OCCO3)CCCCC1 | -6 | 3 | 0.3 | 13 | -0.1 | -3 | -1 | -18 | -4
COc1ccc(S(=O)(=O)NCCS(=O)(=O)N2CCN(c3ccccc3)CC2)cc1 | -3 | 4 | 5.0 | 4 | 4.2 | -6 | 7 | -5 | 12
CC(C)c1cc(C(=O)N2CCCC(N3CCN(c4ccccc4F)CC3)C2)nc(N)n1 (configuration not stated) | -19 | 0 | -0.1 | -9 | -0.1 | -3 | 0 | -6 | -3
C[C@H]1CCC[C@]2(O[C@@H](CCO)C[C@@H](O)[C@@H]2O)O1 | 0 | 11 | 1.0 | -11 | 0.6 | 1 | -17 | 0 | 1
CCCS(=O)(=O)NC(=O)C1(C)CCN(C(=O)c2ccccc2C(F)(F)F)C1 (configuration not stated) | / | / | / | -1 | 0.9 | 2 | / | / | 10
CCCc1nnc(NC(=O)Cn2c(=O)oc3cc(Br)ccc32)s1 | 6 | 121* | 32* | -11 | 17* | 37* | 63* | -13 | 22
C=CCn1c(COc2ccc3c(c2)CCCC3)nnc1SCC(=O)Nc1cccc(SC)c1 | -1 | 12 | 0.9 | -13 | 1.5 | -4 | 22 | -9 | 17
CCCc1nc(SCC(=O)Nc2ccc(S(=O)(=O)N(C)C)cc2)c2ccccc2n1 | -3 | 16 | 5.3 | -1 | 1.9 | -7 | -5 | -2 | 3
O=S1(=O)N[C@H](Cc2ccccc2)COc2cccc(N3CCC[C@H]3CO)c21 | / | 3 | / | -14 | 0.9 | / | -13 | / | 3
CC1CCCC(C)N1C(=O)COC(=O)C1CCN(S(=O)(=O)c2c(Cl)cccc2Cl)CC1 (configuration not stated) | -16 | 2 | 2.6 | 5 | 3.2 | -3 | -8 | -8 | -20
O=C(C[C@H]1C/C=C\CC[C@H](Cc2ccc(F)cc2)C(=O)O[C@@H](c2ccccc2)CNC1=O)N[C@@H](CO)Cc1ccccc1 | -16 | 33 | 2.4 | -5 | 3.6 | 0 | 59* | -3 | -1
O=c1n(S(=O)(=O)c2cccc3cccnc23)c2ccccc2n1S(=O)(=O)c1cccc2cccnc12 | -3 | / | 0.8 | 2 | -0.5 | 0 | / | -4 | 1
O=C(NCc1cccnc1)Nc1ccccc1 | -3 | 7 | 0.9 | -4 | 1.7 | -5 | -7 | -10 | 9
O=C(COc1ncnc2ccc(Br)cc12)NC1CCCC1 | -13 | 4 | 0.4 | -5 | 0.0 | 3 | -10 | 13* | -5
COc1ccc(C2=NOC(C(=O)Nc3ccc(C(C)=O)cc3)C2)cc1OC (configuration not stated) | -3 | 7 | 2.6 | -20 | 1.7 | -3 | 2 | -5 | 18
Cc1ccc(S(=O)(=O)Nc2ccc3c(c2)CC(=O)N([C@H](C)CO)C[C@H](C)[C@H](CN(C)Cc2ccc4c(c2)OCO4)O3)cc1 | -29 | 16 | 0.9 | -7 | -0.6 | -11 | -8 | -1 | 3
CCOC(=O)c1nn(-c2ccccc2C)c2nc(CC(C)C)c(C#N)c(=O)n12 | -22 | -3 | -1.8 | -3 | 0.3 | -7 | -2 | 4 | 14
Cc1ccc(C)c(NC(=O)CN(C)C(=O)c2ccc3[nH]c4c(c3c2)CC(C)CC4)c1 (configuration not stated) | -8 | 3 | 2.5 | -15 | 5.9 | 1 | 24 | -16 | 3
COc1ccc(NC(=O)N(C)C[C@H]2Oc3ccc(NC(=O)Cc4ccccc4)cc3CC(=O)N([C@H](C)CO)C[C@H]2C)cc1 | -3 | 2 | 1.6 | -14 | 0.2 | -2 | 11 | -6 | 2
CCN(CC)CCN1C(=O)c2ccccc2NC1c1cccc(F)c1 (configuration not stated) | -19 | 3 | 2.0 | -7 | 0.2 | -4 | -20 | -18 | 4
CC(=O)C1=C(C)Nc2ncnn2C1c1cccc(O)c1 (configuration not stated) | -2 | 0 | 2.5 | -8 | 1.3 | -5 | -23 | -1 | 4

No new results follow: 3 of the compounds above.
SMILES | CHO parental Ca | TAAR1 agonist | V1aR counter | CHO-K1 Ca antag | CHO-K1 Ca ag | M1 ag | TAAR1 antagonist | OXTR potentiator | CHO-K1 Ca PAM
CC(=O)C1C(c2cccc([N+](=O)[O-])c2)C2C(C)=NN=C2CC1(C)O (configuration not stated) | -4 | 1 | 1.0 | -5 | 0.1 | -4 | 8 | 0 | 2
CCN1CCN(c2c(C=O)c(Cl)nc3ccc(OC)cc23)CC1 | -23 | 1 | 0.3 | -15 | 0.6 | -9 | -18 | -16 | 18
COc1ccc2c(CN3CCN(Cc4ccccc4)CC3)cc(=O)oc2c1 | / | -1 | / | -17 | 1.2 | -9 | 2 | / | 20

Remaining list, next part:
SMILES | CHO parental Ca | TAAR1 agonist | V1aR counter | CHO-K1 Ca antag | CHO-K1 Ca ag | M1 ag | TAAR1 antagonist | OXTR potentiator | CHO-K1 Ca PAM
CC1CC(C)CN(c2oc(Cc3ccccc3)nc2C#N)C1 (configuration not stated) | 23 | 2 | -1.5 | 14 | -0.5 | -5 | 2 | -5 | -9
COc1ccc(CCCC(=O)NCC(=O)N/N=C/c2cc(Cl)ccc2OC)cc1 | / | 1 | / | 3 | 1.6 | -1 | 5 | / | -10
COc1ccccc1NC1CCCCC1NS(=O)(=O)c1ccc(C)cc1 (configuration not stated) | / | -3 | / | 1 | -0.8 | -4 | -20 | / | 1
Cc1ccc(/C=N/NC(=S)Nc2cccc(S(=O)(=O)N(C)C)c2)o1 | -10 | 12 | 6.3 | -9 | 7.2 | 1 | 22 | -7 | 13
CCN1CCN(c2cc(C)c3cc(NC(=S)N(CC)CC)ccc3n2)CC1 | 6 | 0 | 1.1 | -6 | 1.1 | -6 | -15 | 0 | 7
Cc1noc(C)c1N=Nc1ccccc1C(=O)O | 4 | 3 | -0.6 | -12 | -0.1 | -2 | 2 | -8 | 7
Cc1cccn(Cc2c(Cl)cccc2Cl)c1=O | -3 | 1 | 0.4 | -5 | -0.5 | -2 | -42 | -4 | 0
Cc1cc(Cl)ccc1OC(C)C(=O)NCCCCc1ccccc1 (configuration not stated) | -17 | 6 | -1.3 | -18 | -0.2 | -8 | 1 | 4 | 4
CCCOc1ccc(Cl)cc1/C=C1/C(=O)ON=C1C | -2 | 1 | 0.7 | -13 | 0.7 | -2 | -18 | -11 | -2
O=C(CNC(=O)C(c1ccccc1)c1ccccc1)N/N=C/c1ccc(O)cc1O | 3 | 13 | 7.8 | -13 | 3.6 | 5 | 25 | -22 | 17
COC(=O)c1ccccc1NC(=O)CN(c1ccccc1)S(=O)(=O)N(C)C | -16 | 2 | 5.8 | -16 | 2.1 | -4 | 5 | -5 | 13
Cc1ccc(C(=O)NC(=S)N2CCN(c3ccccc3F)CC2)cc1 | -35 | -3 | -1.4 | -1 | -1.1 | -10 | -1 | -7 | -5
CN(C)c1ccc(/C=N/NC(=O)Cn2nnc3ccccc32)cc1 | -5 | 4 | -0.1 | 13 | -0.1 | -5 | 3 | 6 | -6
N/C(Cc1ccc([N+](=O)[O-])cc1)=N\OC(=O)c1ccc([N+](=O)[O-])cc1 | -5 | 7 | 1.5 | 6 | 0.4 | -2 | 9 | -18 | -1
CC(C)NC(=S)n1cc(C(=O)c2cc(Cl)cc(Cl)c2O)cn1 | -5 | 1 | 3.5 | -9 | 2.4 | 2 | 10 | -13 | -18
C=CCN1C(=O)CN=C1Nc1cccc(C)c1 | -8 | 12 | -0.8 | -1 | -0.1 | -5 | -11 | -5 | 9
CC(C)N(Cc1nc(-c2ccccc2)no1)C(=O)c1ccc(Br)o1 | -23 | 6 | -1.1 | -9 | 0.4 | -6 | -6 | 0 | 18
COc1ccc(-c2cc(C(=O)N/N=C/c3ccc(OC)c(COCC(F)(F)C(F)F)c3)c3ccccc3n2)c(OC)c1 | -4 | 0 | 1.7 | 1 | 0.6 | -2 | -20 | 0 | 11
CSc1ccccc1-c1cnc2cccnn12 | / | 0 | / | -3 | 0.6 | -3 | -1 | / | 11
COC(=O)c1cc(S(=O)(=O)NCC2CCN(Cc3cc(C)ccc3C)CC2)c[nH]1 | -8 | 1 | -0.3 | -2 | 0.7 | -13 | -10 | -4 | 3
COc1cc(OC)c(N2CC(C(=O)Nc3cccc(C(=O)NC4CC4)c3)CC2=O)cc1Cl (configuration not stated) | / | 5 | / | -12 | 0.2 | -1 | -13 | / | 5
CCc1cccc2c(C(=O)CN3C(=O)N(C)C4(CCCCC4)C3=O)c[nH]c12 | -17 | 2 | 2.9 | 6 | 1.2 | -6 | 24 | -8 | -4
CCOC(=O)c1cccc(NC(=O)CSc2nncn2-c2ccccn2)c1 | -14 | 3 | 1.1 | -13 | 1.8 | 0 | -14 | -5 | 10
CCC(C)(C(=O)NC1CCCCC1)N(Cc1cccs1)C(=O)c1ccccn1 (configuration not stated) | -11 | 2 | 0.6 | -11 | 0.2 | -4 | -4 | -12 | 20
O=C(C[C@@H]1C/C=C\C[C@H](Cc2ccc(F)cc2)C(=O)OC[C@@H](c2ccccc2)NC1=O)NCCO | -16 | 3 | -0.9 | -14 | -0.3 | 1 | 16 | 1 | -2
CCC(=O)NCC(=O)OCC(=O)c1ccccc1 | -9 | 11 | 0.2 | 0 | -0.5 | -4 | -2 | -9 | 13
Cc1ccc(S(=O)(=O)Oc2ccccc2/C=N/NC(=O)c2nn(C)cc2[N+](=O)[O-])cc1 | -24 | 7 | 5.1 | -9 | 2.6 | -5 | 29 | -3 | 10
CC(=O)Nc1ccc(N2C(=O)CC(N3CC(C)OC(C)C3)C2=O)cc1 (configuration not stated) | -1 | 5 | 0.4 | -7 | -0.1 | -1 | 5 | 1 | 11
Cn1c(N)c(C(=O)COC(=O)/C=C/c2cccc(F)c2)c(=O)n(C)c1=O | -12 | 13 | 8.5 | -24 | 4.1 | -1 | -7 | -11 | -5

Bioassay records deposited in PubChem BioAssay by The Scripps Research Institute Molecular Screening Center.
